# Bioassay records: PubChem, several laboratories
# MazF activator: activators of E. coli MazEF toxin-antitoxin RNase. FAM/BHQ RNA-DNA oligo cleavage fluorescence, 5 h. activation, % at 20 µM. P0AE70. AID 504720. actives 0.32% (n = 350,000); in the data active = activation above about 50%
# Target sequence (P0AE70 whole entry, looked up): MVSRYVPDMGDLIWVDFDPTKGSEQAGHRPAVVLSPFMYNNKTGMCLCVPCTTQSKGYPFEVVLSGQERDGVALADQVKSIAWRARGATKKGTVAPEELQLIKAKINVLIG
# BoNT-F LC inh: BoNT F light chain protease inhibition | Multiplex microsphere protease cleavage assay, flow cytometry | inhibition, % at 10 µM | actives 0.22% (n = 360,000) | AID 588497; in the data active = inhibition above about 35%, passing the limit was not always enough; inconclusive = no clear call, values can overlap the other calls; also: plate controls were buffer without enzyme for full effect and enzyme alone for no effect
# PriA SSB inh: K. pneumoniae PriA-SSBct interaction inhibition; AlphaScreen SSBct-PriA binding, biotinylated peptide; inhibition, % at 33 µM; actives 0.6% (n = 430,000); in the data active = inhibition mostly above about 37%, no sharp cut-off; inactive = mostly below about 20%;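 also: plate controls were negative control peptide for no effect and reference peptide for full effect; strong numbers were not always called active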
# BoNT-A LC inh2: inhibitors of Botulinum neurotoxin A light chain protease. multiplex microsphere protease substrate cleavage, flow cytometry. actives 0.17% (n = 360,000). inhibition, % at 10 µM; also: plate controls were buffer without enzyme for full effect and enzyme alone for no effect
# Anthrax LF inh2: inhibitors of Bacillus anthracis lethal factor protease; P15917; multiplex microsphere protease cleavage assay, LF; inhibition, % at 10 µM; actives 0.12% (n = 360,000); AID 588501; also: plate controls were buffer without enzyme for full effect and enzyme alone for no effect
# 3CLpro inhibitor: SARS-CoV 3CLpro protease inhibition; AID 1706; inhibition, % at 6 µM; recombinant SARS-CoV 3CLpro, quenched FRET peptide cleavage; actives 0.14% (n = 290,000); P0C6X7; in the data active = inhibition above about 12%
# PrPC surface inh: cell surface PrPC inhibition, primary TR-FRET screen. inhibition, % at 13.8 µM. TR-FRET read-out. actives 0.43% (n = 370,000). AID 720596; in the data active = inhibition above about 24%; also: 0% = median of the test wells and 100% = reference compound wells
# CCHFV vOTU inh: CCHFV vOTU protease inhibition | Pep-AMC fluorescence | inhibition, % at 11.5 µM | actives 0.55% (n = 370,000); in the data active = inhibition above about 30%; also: 0% = vehicle wells with enzyme and 100% = no enzyme wells
# VHR inh abs: DUSP3 (human) phosphatase inhibition; P51452; recombinant VHR phosphatase, pNPP absorbance; inhibition, % at 13.3 µM; actives 0.52% (n = 290,000); in the data active = inhibition above about 50%; also: some compounds called inactive have numbers as strong as hits
# Target sequence (P51452 whole entry, looked up): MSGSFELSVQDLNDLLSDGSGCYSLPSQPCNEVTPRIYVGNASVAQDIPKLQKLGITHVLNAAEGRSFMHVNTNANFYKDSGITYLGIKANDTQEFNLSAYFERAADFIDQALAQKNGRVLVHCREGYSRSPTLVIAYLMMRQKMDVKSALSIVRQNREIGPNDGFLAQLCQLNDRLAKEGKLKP
# Rv3671c inh: inhibits the M. tuberculosis serine protease Rv3671c. P9WHR9. inhibition, % at 5.96 µM. actives 0.048% (n = 320,000). AID 2606; in the data active = inhibition above about 38%;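 also: extracellular domain of Rv3671c used as enzyme; 0% = enzyme with DMSO and 100% = no enzyme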
# Target sequence (P9WHR9 whole entry, looked up, the tested form may be a part): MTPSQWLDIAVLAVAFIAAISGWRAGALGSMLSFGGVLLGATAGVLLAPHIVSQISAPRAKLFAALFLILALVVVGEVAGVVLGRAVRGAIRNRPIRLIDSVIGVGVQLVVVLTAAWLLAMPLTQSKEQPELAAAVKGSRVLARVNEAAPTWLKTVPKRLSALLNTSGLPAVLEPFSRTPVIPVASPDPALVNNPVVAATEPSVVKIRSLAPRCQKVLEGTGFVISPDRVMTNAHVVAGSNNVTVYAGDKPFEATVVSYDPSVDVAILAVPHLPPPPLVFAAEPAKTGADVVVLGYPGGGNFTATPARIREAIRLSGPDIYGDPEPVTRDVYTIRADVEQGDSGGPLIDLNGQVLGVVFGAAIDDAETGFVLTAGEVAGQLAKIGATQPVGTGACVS
# Active calls of the source: *; i = inactive; u = inconclusive; x = not tested or not shown. Rule as the data show it, unless noted: active = inhibition above about 30%; inconclusive = no clear call, values can overlap the other calls; inactive = below that. Not all compounds are listed; count on the stated rates, not on these rows.
SMILES,MazF activator,BoNT-F LC inh,PriA SSB inh,BoNT-A LC inh2,Anthrax LF inh2,3CLpro inhibitor,PrPC surface inh,CCHFV vOTU inh,VHR inh abs,Rv3671c inh
Cc1ccc(-c2cc3nc4c(c(=O)n3[nH]2)CCCC4)cc1,3,5,-1,0.4,1,-3,13,3,x,5
O=C(Nc1nnc(-c2ccco2)o1)c1ccc(S(=O)(=O)N2CCCCC2)cc1,-7,8,x,-0.1,-1,x,3,7,x,x
O=C(c1cnc(Cc2c[nH]c3ccccc23)c(I)c1)N1CCCCC1,x,-1,x,0.4,-5,x,-1,5,x,x
COc1ccc(S(N)(=O)=O)cc1C(=O)NCCCN1CCN(c2ccc(C)cc2)CC1,-3,-6,-3,-0.9,-4,2,-3,8,21,-4
CN(C(=O)c1ccc(NC(=O)Cc2ccccc2)cc1)c1ccccc1,8,5,-6,-0.2,-2,1,8,2,30,-4
Cc1cn2c(=O)c(C(=O)N3CCN(c4ccccc4)CC3)cnc2s1,7,u,-2,-0.7,0,x,1,0,x,-5
COc1ccc2cc(CCNC(=O)c3cc4ccccc4o3)c(=O)[nH]c2c1,4,4,-2,-0.9,-4,1,1,24,16,-7
Cc1cc(NS(=O)(=O)c2ccc(NC(=O)COc3ccccc3Cl)cc2)no1,-5,-9,1,-3.6,-4,-2,6,2,-16,-3
Cn1c(=O)c2c(nc(NCCCO)n2CCc2ccccc2)n(C)c1=O,4,4,4,-0.6,0,5,3,5,16,3
CN(C)c1ccc(Nc2cc(Cl)ncn2)cc1,10,-95,18,-3.3,-24,0,6,-12,44,-8

# In another format: results already given
structure: Cn1c(=O)c2c(nc(NCCCO)n2CCc2ccccc2)n(C)c1=O
  MazF activator: 4	BoNT-F LC inh: 4	PriA SSB inh: 4	BoNT-A LC inh2: -0.6	Anthrax LF inh2: 0	3CLpro inhibitor: 5	PrPC surface inh: 3	CCHFV vOTU inh: 5	VHR inh abs: 16	Rv3671c inh: 3
structure: CN(C)c1ccc(Nc2cc(Cl)ncn2)cc1
  MazF activator: 10	BoNT-F LC inh: -95	PriA SSB inh: 18	BoNT-A LC inh2: -3.3	Anthrax LF inh2: -24	3CLpro inhibitor: 0	PrPC surface inh: 6	CCHFV vOTU inh: -12	VHR inh abs: 44	Rv3671c inh: -8

# More results:
SMILES,MazF activator,BoNT-F LC inh,PriA SSB inh,BoNT-A LC inh2,Anthrax LF inh2,3CLpro inhibitor,PrPC surface inh,CCHFV vOTU inh,VHR inh abs,Rv3671c inh
NCCCC[C@@H](C(=O)NCCCCCCCCCCC(=O)N1CCNCC1)n1cc(CCCC(=O)O)nn1,3,-6,8,-0.7,4,x,x,x,x,-4
CCc1nc2c(nnn2Cc2ccc(F)cc2)c(=O)[nH]1,-2,1,-1,-0.4,5,-1,1,-8,8,2
Cc1ccc(C(=O)N2CCN(S(=O)(=O)c3ccc(C)c([N+](=O)[O-])c3)C2)cc1,8,-6,-4,0.2,-4,-1,-9,-11,25,7
O=C(Nc1ccc(F)cc1)c1ccc2c(=O)n(CC3CCCO3)c(=S)[nH]c2c1 (centres undefined),-11,-2,2,-0.9,0,1,-5,-14,36,-10
NNc1nc2c(F)cc(F)cc2s1,-2,-6,6,0.5,-6,2,-14,-8,9,11
Fc1ccc2[nH]c3c(NCc4ccccc4)ncnc3c2c1,11,-26,-3,-3.4,2,-2,23,11,x,-19
O=C(Cn1cnc2c(nnn2Cc2ccc(F)cc2)c1=O)Nc1ccccc1,-15,-6,1,-1.9,-3,-1,-2,-3,25,-2
Cc1ccc(NC(=O)COC(=O)c2ccccc2-c2nc3ccccc3s2)c(C)c1,-1,-5,-12,0.1,0,-1,4,-2,-14,-2
COc1cc(C(=O)NNC(=O)c2ccccc2OCc2c(C)noc2C)cc(OC)c1OC,0,-3,-2,-2.3,-4,x,-3,-4,x,-1
COc1cccc(CNC(=O)CCC2CCCN(C(=O)c3ccccc3N(C)C)C2)c1 (centres undefined),-8,3,4,2.6,-1,5,4,-3,-28,6
Cc1nn(C)c(C)c1CN(C)C(=O)c1cc2n(n1)C(C(F)(F)F)CC(c1cccs1)N2 (centres undefined),-3,-1,1,0.6,-1,4,8,2,-4,-3
O=S1(=O)[C@H]2C[C@@H]3CC[C@]2(CN1Cc1cccc(F)c1)O3,4,-8,-7,-1.4,-3,x,5,-5,6,4
O=C(O)C[C@H]1c2ccc(C(F)(F)F)cc2S(=O)(=O)N1C1CCCCC1,3,-3,-4,-1.1,8,x,1,-7,x,1
CC(C)(O)C#Cc1ccc([C@@H]2C[C@H]3CN(c4ccccc4)C(=O)[C@]34CCCN24)s1,-19,-2,-8,3.4,-1,3,-3,15,35,0
O=C(NC(=S)Nc1ccc2oc(=O)ccc2c1)c1cccc(F)c1,-2,x,3,x,x,-2,9,16,7,-5
CCOC(=O)c1ccccc1NC(=O)COC(=O)C(Cc1c[nH]c2ccccc12)NC(C)=O (centres undefined),-1,-13,4,-0.4,-2,x,-5,3,x,x
CCCCCC(=O)Nc1cccc(C2=NOC3(C2)C[C@H](C(N)=O)N(C(=O)[C@H]2CCC(=O)N2)C3)c1 (some centres undefined),11,-6,-1,-0.8,-6,x,-2,1,7,8
CC(C)n1nnnc1SCC(=O)Nc1ccccc1F,1,-5,-10,0.4,7,-3,-3,0,6,-4
O=C(Nc1cc2c(cc1[N+](=O)[O-])OCCO2)c1cccnc1,6,3,-5,0.1,0,x,-30,6,x,2
CC(C)C(NC(=O)CN1C(=O)c2ccccc2C1=O)c1ccccc1 (centres undefined),4,16,-3,0.6,1,3,-9,-9,21,x
CC(C)(C)c1cc(-c2n[nH]c(=S)n2-c2ccc(Cl)cc2)n[nH]1,-3,-1,5,0.9,3,-1,-8,11,13,1
CC1(C)C(=O)OC(c2ccccc2)C(C)(C)C1=O (centres undefined),-12,u,-12,u,20,4,3,1,5,-4
CCC(C(=O)Nc1ccccc1)c1ccccc1 (centres undefined),6,-7,-8,-0.6,0,2,6,14,-4,0
CC(OC(=O)CCc1nc2ccccc2[nH]c1=O)c1ccccc1 (centres undefined),1,-1,-3,-0.5,-4,-1,4,1,19,-5
O=C(CSc1ncnc2scc(-c3ccccc3)c12)N1CCN(c2ccccc2F)CC1,-11,-2,4,-0.3,-1,6,3,-11,-4,-11
O=C(CCN1C(=O)/C(=C/c2ccc(F)cc2)SC1=S)Nc1cccnc1,-9,0,-11,1.1,-1,-1,-10,-4,16,5
Cc1cc(NC(=O)CSc2nc3c(sc4ccccc43)c(=O)n2CCc2ccccc2)n[nH]1,8,0,-4,1.1,-7,-2,6,7,-8,-24
CC1Cc2cc(S(=O)(=O)N3CCN(c4ccc(Cl)cc4)CC3)ccc2N1C(=O)C1CC1 (centres undefined),0,5,3,-0.3,-1,6,4,10,-8,4
COc1ccc(CC2(C)OC(c3ccncc3)=NN2C(C)=O)cc1 (centres undefined),7,-1,0,-0.2,-2,0,-3,-19,0,-11
O=c1[nH]c(C2CCCCC2)nc2ccccc12,3,-2,-10,-0.2,-2,-1,6,0,1,-6
COc1ccc(OC)c(C2C(C#N)=C(N)N(N(C)C)C3=C2C(=O)CC(C)(C)C3)c1 (centres undefined),13,u,-6,-7.5,-8,1,2,8,-1,1
CC(=O)c1cc(-c2ccc(F)cc2)n(CCC(=O)NC(C)(C)C)c1C,5,-2,3,-0.2,2,-2,2,1,1,-1
CCC1NC(=O)c2cc3ccccc3cc2-n2c1nc1cc(OC)c(OC)cc1c2=O (centres undefined),11,-4,x,0.2,3,x,6,-11,x,x
CN(C)c1ccc(N=Cc2ccco2)cc1,8,-23,68,7.7,-10,-3,x,x,-13,-8
Cc1ccc(N2C(=O)CC(Sc3nc4ccccc4o3)C2=O)cc1Cl (centres undefined),-7,0,-2,-1.0,-2,1,4,4,4,-14
COc1cc(NC(=O)C2CCN(S(=O)(=O)c3cccs3)CC2)cc(OC)c1,1,-1,-5,2.0,5,x,7,0,x,-3
CCC1CCCCN1CCCn1c(=S)[nH]c2ccccc2c1=O (centres undefined),2,1,-7,-0.2,1,-3,-2,-7,22,-1
COc1ccc(Cl)cc1C(=O)OCC(=O)NC1CCCC(C)C1C (centres undefined),6,4,-18,-0.3,0,x,-1,3,x,x
Cc1cc2ccccn2c1C(=O)c1cc([N+](=O)[O-])cc([N+](=O)[O-])c1,0,-4,49*,0.1,-2,3,-3,9,17,-2
Cc1ccc2oc(Nc3nc(C)cc(C)n3)nc2c1,-5,2,-10,-0.3,-3,-4,-1,3,30,-1
Cn1cc(Cl)nc1C(O)c1ccccc1 (centres undefined),-5,-17,11,-0.7,0,7,8,-19,-12,3
CC1CCCCCCC1OC(=O)c1ccccc1C(=O)O (centres undefined),7,-5,-8,-0.3,5,x,4,4,x,x
CS(=O)(=O)c1ccc(Cl)c(NC(=O)COC(=O)CCc2c[nH]c3ccccc23)c1,-3,4,6,1.5,-2,x,6,-9,x,-1
CC(=O)c1c(C)[nH]c(C(=O)OCC(=O)Nc2ccccc2Cl)c1C,7,0,-3,-0.6,4,4,15,12,28,0
O=C(Cc1ccccc1)Nc1cccc(N2CCCC2)c1,0,-25,-7,u,-8,0,-12,-7,2,-8
COc1cc(C(C)=O)ccc1OCC(=O)Nc1ccc(S(=O)(=O)N2CCCCC2)cc1,-2,4,x,0.5,4,x,4,4,x,x
CCCCN1C(=O)C(CC(=O)NCc2cccc3ccccc23)CC(C(=O)N(C)C)=C1C (centres undefined),12,2,x,-0.5,0,x,3,4,x,x
CC(=O)N1CCOC12CCN(Cc1ccccc1)CC2,7,-1,x,0.0,-1,x,-2,-10,x,x
COCC(=O)Nc1cc(C(=O)Nc2ccccc2)ccc1Cl,x,x,x,x,x,-2,4,-10,-3,-2
Cc1ccc(C(=O)Nc2ccon2)cc1S(=O)(=O)N1CCCCCC1,5,0,-12,0.4,-4,3,0,-5,-12,-6

# (more compounds)
SMILES,MazF activator,BoNT-F LC inh,PriA SSB inh,BoNT-A LC inh2,Anthrax LF inh2,3CLpro inhibitor,PrPC surface inh,CCHFV vOTU inh,VHR inh abs,Rv3671c inh
CCc1noc(C)c1C(=O)OCC(=O)NCc1ccccc1OC,8,-1,2,1.4,-5,x,-3,-8,x,5
COc1ccc(N(CC(=O)NCCSCc2ccccc2Cl)S(C)(=O)=O)cc1Cl,-6,28,2,-2.9,0,6,0,6,13,4
CC(=O)Nc1ccc(NC(=O)c2cc(C)nn2-c2ccccc2)cc1,-3,-3,-18,u,0,4,0,-7,3,-3
O=Cc1ccc(Sc2ncccn2)o1,5,3,0,-0.3,-2,2,-2,-8,19,x
Cc1cc(C)cc(NC(=O)COC(=O)c2cccc(S(=O)(=O)N3CCCCC3)c2)c1,0,-1,-20,0.5,-2,x,3,9,x,-20
CC(C)CN1C(Nc2ccccc2)=NC[C@@H]1C,9,-4,-9,-0.5,-3,-3,4,1,20,2
COc1ccc(Cl)cc1NC(=S)N1CCCCCC1,-1,0,-26,0.8,-1,-2,2,-9,14,2
CCC(=O)Nc1cc(-c2nc3ncccc3o2)ccc1Cl,10,-6,4,-4.6,-5,-3,4,-8,35,-8
CCC1CCCCN1S(=O)(=O)c1ccc(NC(=O)c2cccs2)cc1 (centres undefined),-10,-15,3,-1.2,-4,4,5,-1,18,-42
COc1ccc(CCNC(=O)NCCc2c[nH]c3ccccc23)cc1OC,1,11,25,-1.7,-12,3,5,-3,x,-7
COc1ccccc1CC(=O)O/N=C(\N)c1cccc([N+](=O)[O-])c1,-2,-16,i,0.0,-1,7,-4,8,28,-5
CCCc1nc2sc(C(=O)OCC)c(N)c2c2c1COC(C)(C)C2,-5,-16,3,-0.3,2,0,-6,4,2,1
Cc1ccc(NC(=O)C/C(N)=N/OC(=O)c2ccccc2)cc1,0,-1,x,-0.8,-11,1,10,12,30,-5
COc1ccc(S(=O)(=O)Nc2ccc(S(=O)(=O)N3CCCCC3)cc2)cc1OC,0,8,-7,0.5,9,2,1,-3,-10,-2
CN1C(=O)C(O)N=C(c2ccccc2)c2ccccc21 (centres undefined),1,11,-2,3.1,2,-4,-2,-3,3,-3
